GPR151 ag = activators of human GPR151, primary screen, cell-based, PathHunter beta-arrestin, luminescence; AID 1508602, 2020; G-protein coupled receptor 151 (Homo sapiens), Q8TDV0; activation, % at 11.2 µM; PathHunter beta-arrestin GPR151 cells; 650,000 compounds, 1% hits; in the data active = activation above about 4.9%;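 note: 0% = median of compound wells and 100% = cells with positive control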
Target sequence (Q8TDV0 whole entry, looked up): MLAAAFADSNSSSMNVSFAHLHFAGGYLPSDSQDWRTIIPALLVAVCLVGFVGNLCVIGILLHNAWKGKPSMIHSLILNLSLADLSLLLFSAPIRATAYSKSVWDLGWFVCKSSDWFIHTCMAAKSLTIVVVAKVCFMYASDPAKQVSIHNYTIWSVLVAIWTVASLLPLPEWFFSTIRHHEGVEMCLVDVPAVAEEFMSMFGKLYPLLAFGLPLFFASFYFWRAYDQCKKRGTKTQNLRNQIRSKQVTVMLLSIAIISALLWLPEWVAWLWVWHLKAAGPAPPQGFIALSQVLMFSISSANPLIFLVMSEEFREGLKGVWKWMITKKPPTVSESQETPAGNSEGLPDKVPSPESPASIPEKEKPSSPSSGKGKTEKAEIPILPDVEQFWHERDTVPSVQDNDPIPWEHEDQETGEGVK
MITF primary = MITF inhibitors, primary screen, biochemical, AlphaScreen, human. Microphthalmia-associated transcription factor (Homo sapiens), O75030. AlphaScreen MITF homodimerization, bead proximity signal. inhibition, % at 2.6 µM. 650,000 compounds, 0.91% hits; in the data active = inhibition above about 50%;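 note: 0% = vehicle wells with protein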
Target sequence (O75030 whole entry, looked up): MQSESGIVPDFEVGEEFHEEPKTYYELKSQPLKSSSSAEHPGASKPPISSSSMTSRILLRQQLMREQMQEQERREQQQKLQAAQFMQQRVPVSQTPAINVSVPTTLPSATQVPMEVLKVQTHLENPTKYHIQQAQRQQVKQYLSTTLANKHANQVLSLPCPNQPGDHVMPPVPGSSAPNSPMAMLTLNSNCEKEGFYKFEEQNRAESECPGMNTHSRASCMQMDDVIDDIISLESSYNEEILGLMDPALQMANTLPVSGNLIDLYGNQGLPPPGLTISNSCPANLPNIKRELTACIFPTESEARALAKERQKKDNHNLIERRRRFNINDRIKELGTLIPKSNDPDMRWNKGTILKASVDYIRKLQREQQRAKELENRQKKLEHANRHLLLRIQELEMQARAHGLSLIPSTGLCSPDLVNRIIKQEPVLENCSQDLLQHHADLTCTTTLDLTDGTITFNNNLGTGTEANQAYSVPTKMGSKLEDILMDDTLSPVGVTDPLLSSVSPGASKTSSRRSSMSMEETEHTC
FBW7 activator = FBW7 E3 ligase activators, primary screen, biochemical, AlphaScreen, human; 650,000 compounds, 0.13% hits; AID 1259310, 2017; F-box/WD repeat-containing protein 7 (Homo sapiens), Q969H0; normalized activity (activation), % at 26.1 µM; AlphaScreen FBW7–phospho-cyclin E peptide binding, activator screen; in the data active = normalized activity above about 1.9%;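 note: purified mutant Fbw7 with reduced substrate affinity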
TEAD-YAP block = TEAD-YAP interaction inhibition, primary screen, TEAD-YAP interaction inhibitor project, luminescence, HEK-TIYL cells | TEAD-Gal4/YAP UAS-luciferase luminescence | inhibition, % at 9.12 µM | 640,000 compounds, 1.4% hits | AID 1259422, 2018; in the data active = inhibition above about 32%;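 note: 0% = median of test compound wells and 100% = reference inhibitor wells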
An asterisk follows results filed as active.

SMILES | GPR151 ag | MITF primary | FBW7 activator | TEAD-YAP block
COc1ccc(C(=O)NNC(=O)C(=O)Nc2ccc(C)c(Cl)c2)cc1 | 0.8 | 4 | -0.1 | 1
CC(=O)N1CCN(C(=O)c2ccc(S(C)(=O)=O)cc2)CC1 | 0.8 | -1 | -0.2 | 4
O=C1/C(=C\c2ccccc2)SC(=S)N1C1CCS(=O)(=O)C1 (stereo not given) | 0.6 | -3 | -0.4 | 1
CCN1C(=O)/C(=C/C=C/c2ccccc2[N+](=O)[O-])C(=O)NC1=S | -1.4 | 14 | 0.0 | -8
CC(C)S(=O)(=O)N1CC[C@@H]2[C@H](CCCN2C(=O)CCc2cccs2)C1 | -0.2 | 9 | 0.2 | 5
COc1ccc(-c2cn3c4ccccc4n(N)c3n2)cc1OC | -1.0 | 7 | 0.0 | -4
Cn1c2c(c(=O)n(C)c1=O)C(c1ccccc1)C1=C(COC1=O)N2 (stereo not given) | -0.5 | -6 | 1.0 | 3
O=C(CSc1nc2ccsc2c(=O)n1C1CCCCC1)N1CCN(c2ccccc2)CC1 | 1.7 | 0 | 0.2 | 21
Cc1cc(Cl)ccc1OCC(=O)Nc1nccs1 | -5.6 | 8 | -0.1 | 65*
COc1cc(/C=C2N=C(/C=C/c3ccccc3)OC/2=O)cc(OC)c1OC | 0.9 | 4 | 0.1 | -8
O=C(Nc1ccc(F)c(F)c1)c1ccc(Cl)c([N+](=O)[O-])c1 | -1.1 | 22 | 0.0 | 18
CCn1c(=NC(=O)c2ccc([N+](=O)[O-])o2)sc2cc(OC)c(OC)cc21 | -1.1 | 9 | 0.1 | 2
C/C(=C/c1ccccc1)C(=O)N1CCN(c2ccc(F)cc2)CC1 | 0.9 | -4 | -0.1 | 0
Cn1c(C(=O)Nc2ccc(Cl)cc2)cc2c(=O)n3ccccc3nc21 | -0.6 | 6 | 0.0 | 11
CCN(CCCNC(=O)CNC(=O)c1nn(-c2ccc(OC)c(Cl)c2)c(=O)c2ccccc12)Cc1ccccc1 | 1.0 | 4 | 0.1 | 3
S=C(NCCCN1CCCCC1)Nc1ccccc1 | -0.2 | 19 | 0.7 | 10
N#C/C(=C\c1cn[nH]c1-c1cccc(Br)c1)C(=O)O | -1.1 | 11 | 0.0 | -6
CC(=O)c1ccc(NC(=S)NCc2ccco2)cc1 | 3.0 | -15 | 0.0 | -29
O=C1c2ccccc2C(=O)N1CC(O)COc1ccccc1Cl (stereo not given) | -1.3 | 14 | 0.0 | -24
Cc1[nH]n(-c2ccccc2)c(=O)c1N=Nc1n[nH]c(C(=O)O)n1 | 0.1 | 9 | 1.4 | 1
O=Cc1ccc(OC(=O)C2CC(=O)N(c3ccc(F)cc3)C2)cc1 (stereo not given) | -1.6 | 19 | 0.2 | 4
O=[N+]([O-])c1ccc(Nc2ccccc2F)nc1 | -0.3 | 17 | 0.3 | 5
N#Cc1ccc(Cl)cc1N1C(=O)c2ccccc2S1(=O)=O | 0.6 | 10 | 0.7 | 18
CSc1nc2c(sc3ccc([N+](=O)[O-])cc32)c(=O)n1Cc1ccccc1 | -1.3 | -8 | 0.5 | -2
O=C(CN1C(=O)NC2(CCc3ccccc32)C1=O)N1CC=C(c2ccccc2)CC1 (stereo not given) | -0.2 | 0 | -0.1 | 20
CCc1ccccc1NC(=O)C1CCCC1 | 1.2 | 10 | 0.0 | 10
CCOC(=O)c1cnc2nc(Cc3ccccc3)[nH]n2c1=O | -0.7 | -1 | -0.1 | 4
S=c1nc(NC2CCCCC2)c2ccccc2[nH]1 | -1.4 | 15 | -0.1 | 3
O=C(NCCc1ccc(F)cc1)c1csc(Nc2ccccn2)n1 | -0.1 | 18 | 0.4 | -11
CCOc1ccccc1/C=N/NC(=O)c1cccnc1 | 1.4 | -10 | 0.0 | 4
Clc1cccc(Cl)c1COn1nnc2ccccc21 | 4.1 | 10 | 0.2 | -30
COC(=O)c1sc(NC(=O)CS(=O)(=O)c2ccc(Cl)cc2)c(C(=O)OC)c1C | -0.7 | -20 | 0.1 | 0
CC(=O)c1c(C)nn(-c2ccccc2)c1Cl | -0.8 | 7 | -0.3 | -6
COc1cccc(OC)c1C(=O)Oc1ccc2c(=O)c(Oc3cc(C)ccc3C)coc2c1 | -0.6 | -13 | 0.2 | 4
COc1ccc(CC(C(=O)O)N2C(=O)c3ccccc3C2=O)cc1 (stereo not given) | 1.7 | 1 | 0.0 | 9
O=c1c(-c2cccc([N+](=O)[O-])c2)[n+]([O-])c2ccccc2n1OCc1ccc(Cl)cc1 | -0.1 | 17 | -0.1 | 2
CCOC(=O)c1nnn(-c2nonc2N)c1CN1CCCCC1C (stereo not given) | -2.1 | 17 | 0.6 | -12
Cc1sc(N)nc1-c1ccc2c(c1)CC(C)N2S(C)(=O)=O (stereo not given) | -1.8 | 4 | 0.2 | 7
CC(C)(C)n1ncc2c(=O)n(Cc3cccc(Cl)c3)cnc21 | 1.3 | 62* | 0.0 | -12
O=C(/C=C/c1ccccn1)NCCN1Cc2ccccc2OC(c2ccsc2)C1 (stereo not given) | -0.4 | -14 | 0.0 | -5

2 of these compounds in another layout.
structure,GPR151 ag,MITF primary,FBW7 activator,TEAD-YAP block
O=C(CN1C(=O)NC2(CCc3ccccc32)C1=O)N1CC=C(c2ccccc2)CC1 (stereo not given),-0.2,0,-0.1,20
O=c1c(-c2cccc([N+](=O)[O-])c2)[n+]([O-])c2ccccc2n1OCc1ccc(Cl)cc1,-0.1,17,-0.1,2

Following part.
SMILES | GPR151 ag | MITF primary | FBW7 activator | TEAD-YAP block
COc1ccc(CN2CCN(CCOc3ccc([N+](=O)[O-])c(C)c3)CC2)c(OC)c1OC | 0.2 | 83* | 0.0 | 6
O=C(NCC1CCCO1)C1CCN(S(=O)(=O)c2ccc3[nH]c(=O)ccc3c2)CC1 (stereo not given) | 0.0 | -2 | -0.2 | -12
Cc1ccccc1-c1nnc2sc(NC(=O)CCc3ccccc3)nn12 | 1.5 | 3 | 0.1 | 6
CC(=O)N1CCCc2cc(S(=O)(=O)CCC(=O)Nc3ccccc3C(=O)O)ccc21 | -0.3 | -2 | 0.1 | 11
COc1ccc(NC(=O)CSc2nc3c(cc2C#N)CN(C)CC3)cc1 | 0.0 | -2 | -0.2 | -6
COCCOC(=O)C1=C(C)NC(C)=C(C(=O)OCCOC)C1c1cn(-c2ccccc2)nc1-c1cccc([N+](=O)[O-])c1 | 1.0 | -2 | -0.6 | 7
CCN(CC)CCNC(=O)C(=O)NC(c1ccccc1)c1ccccc1 | -0.3 | 23 | 0.4 | -2
Clc1ccccc1-c1csc2ncnc(N3CCOCC3)c12 | 1.5 | 18 | 0.3 | 3
O=C(NNC(=O)c1ccncc1)Nc1cccc(C(F)(F)F)c1 | -0.9 | 0 | 0.1 | 0
O=C(NCC(c1ccco1)S(=O)(=O)c1ccc(F)cc1)c1c(F)cccc1F (stereo not given) | 0.2 | 9 | 0.0 | -8
O=[N+]([O-])c1cccc(CN2CCN(c3ccccn3)CC2)c1 | 1.0 | 51* | 0.7 | -2
CN(Cc1ccccc1)C(=O)CCS(=O)(=O)c1ccc2c(c1)n(C)c(=O)c(=O)n2C | 0.4 | -1 | 0.1 | 5
CNC(=O)[C@@H]1C[C@@H](NCc2ccccc2F)CN1C(C)C | -0.5 | 10 | 0.1 | -5
CC(C(=O)NCC1CCCCC1)N(C)CC(=O)Nc1ccc(N2CCOCC2)cc1 (stereo not given) | 1.0 | 4 | 0.0 | -2
COc1ccc(C2CC(=O)NC3=C2C(=O)CC(c2ccc(OC)c(OC)c2)C3)c(OC)c1 (stereo not given) | 0.0 | 4 | -0.5 | -4
C/C(CC(=O)NC1CCCC1)=N\NC(=O)c1ccco1 | -2.9 | 7 | 0.3 | -49
CN(C)C1N(C(=O)c2ccccc2Br)N=C2c3ccccc3S(=O)(=O)N21 (stereo not given) | 1.4 | 20 | 0.1 | 8
COC(=O)c1c(NC(=O)Cn2nc(C(F)(F)F)cc2C)sc2c1CCC(C)C2 (stereo not given) | 0.6 | 9 | 0.0 | -7
Cc1ccc(NC(=O)CCN2CCN(CCO)CC2)cc1Br | 0.7 | 2 | 0.1 | 6
CCOC(=O)c1c(C)c(C(=O)NCc2ccccc2OC)c(C)n1C | -0.1 | 10 | 0.0 | -3
Cc1cc(OCCOc2ccc(/C=C3/C(=N)N4N=C(C(F)(F)F)SC4=NC3=O)cc2)ccc1Cl | -1.1 | 2 | -0.1 | -3
Cc1ccc(NC(=O)c2cnn3c(C)cc(C)nc23)cc1 | -0.4 | 0 | 0.2 | 0
COc1cccc(CNc2ccc(F)c([N+](=O)[O-])c2)c1O | -1.6 | -8 | 0.0 | -16
COc1ccc(Cn2c(CCC(=O)NCc3ccco3)nc3cccnc32)cc1 | -0.5 | -1 | 0.1 | 6
CCCCOC(=O)c1ccc(NC(=O)C2CC(=O)N(c3ccc(Br)cc3)C2)cc1 (stereo not given) | -1.0 | 4 | 0.1 | -10
COc1cccc(CN(CCN(C)C)Cc2ccccc2)c1O | -1.3 | 29 | 0.2 | 12
COc1ccc2cc(-c3cc(C(=O)Nc4ncn[nH]4)c4ccccc4n3)ccc2c1 | -0.2 | -6 | 0.0 | -1
COC(=O)c1ccc([C@@H]2Nc3c(F)cccc3[C@@H]3C=CC[C@@H]32)cc1 | -0.9 | -7 | 0.0 | -8
CCC(=O)NC(=S)Nc1ccc(N2CCCCC2)cc1 | -0.3 | 28 | 0.1 | -21
COc1ccc(C2CC(=O)C3=C(C2)NC(C)=C(C(=O)OC(C)C)C3c2ccccc2F)cc1OC (stereo not given) | 0.1 | 11 | 0.2 | 43*
CCOC(=O)c1c(-c2ccccc2)csc1NC(=O)Cn1c(=O)oc2ccccc21 | -0.4 | 12 | 0.1 | -1
Cc1ccc(NC(=O)COc2ccc(Cl)cc2Cl)c([N+](=O)[O-])c1 | 1.4 | 1 | -0.1 | -10
CCOC(=O)CCN(Cc1ccccc1F)S(=O)(=O)c1ccc(C)cc1 | 4.9* | 0 | 0.2 | -1
CCN(CC)c1nc(NCCc2ccc(OC)cc2)nc(Nc2cccc(N(C)C)c2)n1 | -1.2 | 11 | -0.2 | -1
CCOC(=O)c1c(C)n(-c2ccc(Cl)cc2)c2cc(OC)ccc12 | -1.3 | 17 | 0.1 | -5
CCCCCNC(=O)c1ccc2c(c1)nc(C)n2-c1ccc(OC)cc1 | 0.9 | 7 | 0.1 | -16
CCN1CCN(CC(=O)Nc2cccc(OC)c2)C(=O)C1=O | -0.1 | 2 | 0.2 | 5
CC(C)NS(=O)(=O)c1ccc(NC(=O)c2cccnc2)cc1 | 3.2 | 21 | 0.2 | -2
Cn1c(Cn2cnc([N+](=O)[O-])n2)nnc1SCC(=O)NC1CCCC1 | -0.2 | 13 | 0.0 | 7
Cc1nc2nc(SCc3ccc(F)cc3Cl)nn2c(C)c1Cc1cccc(Cl)c1 | -0.6 | 17 | 0.1 | -2

Some of these compounds in order of SMILES length, low to high.
SMILES | GPR151 ag | MITF primary | FBW7 activator | TEAD-YAP block
CCC(=O)NC(=S)Nc1ccc(N2CCCCC2)cc1 | -0.3 | 28 | 0.1 | -21
COc1cccc(CN(CCN(C)C)Cc2ccccc2)c1O | -1.3 | 29 | 0.2 | 12
Cc1ccc(NC(=O)c2cnn3c(C)cc(C)nc23)cc1 | -0.4 | 0 | 0.2 | 0
CCN1CCN(CC(=O)Nc2cccc(OC)c2)C(=O)C1=O | -0.1 | 2 | 0.2 | 5
CC(C)NS(=O)(=O)c1ccc(NC(=O)c2cccnc2)cc1 | 3.2 | 21 | 0.2 | -2
COc1cccc(CNc2ccc(F)c([N+](=O)[O-])c2)c1O | -1.6 | -8 | 0.0 | -16
CCCCCNC(=O)c1ccc2c(c1)nc(C)n2-c1ccc(OC)cc1 | 0.9 | 7 | 0.1 | -16
CCOC(=O)CCN(Cc1ccccc1F)S(=O)(=O)c1ccc(C)cc1 | 4.9* | 0 | 0.2 | -1
COc1ccc(Cn2c(CCC(=O)NCc3ccco3)nc3cccnc32)cc1 | -0.5 | -1 | 0.1 | 6
Cn1c(Cn2cnc([N+](=O)[O-])n2)nnc1SCC(=O)NC1CCCC1 | -0.2 | 13 | 0.0 | 7
CCN(CC)c1nc(NCCc2ccc(OC)cc2)nc(Nc2cccc(N(C)C)c2)n1 | -1.2 | 11 | -0.2 | -1
COc1ccc2cc(-c3cc(C(=O)Nc4ncn[nH]4)c4ccccc4n3)ccc2c1 | -0.2 | -6 | 0.0 | -1
COC(=O)c1ccc([C@@H]2Nc3c(F)cccc3[C@@H]3C=CC[C@@H]32)cc1 | -0.9 | -7 | 0.0 | -8
COc1ccc(C2CC(=O)C3=C(C2)NC(C)=C(C(=O)OC(C)C)C3c2ccccc2F)cc1OC (stereo not given) | 0.1 | 11 | 0.2 | 43*
Cc1cc(OCCOc2ccc(/C=C3/C(=N)N4N=C(C(F)(F)F)SC4=NC3=O)cc2)ccc1Cl | -1.1 | 2 | -0.1 | -3

Carrying on:
SMILES | GPR151 ag | MITF primary | FBW7 activator | TEAD-YAP block
COCCN1C(=S)NC2CC1(C)Oc1ccc(Br)cc12 (stereo not given) | 0.8 | 16 | 0.0 | 10
O=C(Nc1c2c(nn1-c1cccc(Cl)c1)CS(=O)(=O)C2)C12CC3CC(CC(C3)C1)C2 | -0.4 | -3 | 1.3 | 5
CC1=C(C(=O)Nc2ccccc2C)C(c2ccc(C)o2)C2=C(CCCC2=O)N1 (stereo not given) | 0.1 | -9 | -0.2 | 2
COc1ccc(C(=O)OCC(=O)c2ccc(C)c(S(=O)(=O)N3CCOCC3)c2)cc1OC | -1.0 | -1 | 0.1 | 8

Screens (PubChem BioAssay)

An unsorted share of the library, and some 3.5% of all compounds hit somewhere here.
